bIAP activator: bovine intestinal alkaline phosphatase activators, primary screen, biochemical, bovine IAP, CDP-star luminescence; alkaline phosphatase, intestinal [Bos taurus]; purified bovine IAP, 30 min; active compounds read high; fold of DMSO-control signal, blank-subtracted; activation factor at 20 µM; 200,000 tested, 0.17% active;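 active = activation factor of 2 or more at 20 µM, a signal rise over negative controls twice the positive control's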
bIAP inhibitor: bovine intestinal alkaline phosphatase inhibitors, primary screen, selectivity assay for TNAP inhibitor project, biochemical, bovine IAP, CDP-star luminescence; 190,000 tested, under 10 active; inhibition, % at 20 µM; purified bovine IAP, 30 min;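 active = over 50% inhibition of intestinal alkaline phosphatase at 20 µM in the single-dose screen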
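System: purified bovine intestinal alkaline phosphatase (IAP) enzyme; Input: IAP diluted 1/65,000,000 in the well; Measured by: CDP-star luminescence signal; Compound dosing: 20 µM single dose; Incubation: 30 min reaction at room temperature.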
L major viab: Leishmania major promastigote growth inhibition, primary screen. AID 1063, 2008. 200,000 tested, 9% active. inhibition, % at 10 µM. Leishmania major promastigotes, resazurin fluorescence viability; in the data active = inhibition above about 50%;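 also: promastigotes grown with compound for 44 hours at 28 °C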
SRC2 TRFRET art: TR-FRET signal artefacts, primary screen, artefact control for PPARgamma SRC-2 agonist project, biochemical | TR-FRET ratio at 8 µM | TR-FRET artefact counter-screen; active compounds read high | 200,000 tested, 0.4% active | AID 1049, 2008; in the data active = TR-FRET ratio above about 2000; also: inactives centre near 1500
PPARg SRC-2 ag: agonists of PPARg-SRC-2 recruitment, primary screen, biochemical, HTS; Peroxisome proliferator-activated receptor gamma (Homo sapiens), P37231; AID 1032, 2008; 200,000 tested, 0.34% active; activation, % at 8 µM; PPARgamma LBD-SRC-2 recruitment; in the data active = activation above about 22%;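 also: 0% = vehicle and 100% = reference agonist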
TLR4-MyD88 BLA: inhibitors of TLR4-MyD88 association in cells, primary screen, cell-based, HeLa CL3-4, BLA complementation, FRET ratio | Toll-like receptor 4 (Homo sapiens) + Myeloid differentiation primary response protein … | HeLa CL3-4 TLR4/MyD88 BLA complementation | inhibition, % at 8.4 µM | 200,000 tested, 0.18% active | AID 861, 2007; in the data active = inhibition above about 25%;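 also: 0% = vehicle and 100% = reference inhibitor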
Target sequence (O00206 whole entry, looked up): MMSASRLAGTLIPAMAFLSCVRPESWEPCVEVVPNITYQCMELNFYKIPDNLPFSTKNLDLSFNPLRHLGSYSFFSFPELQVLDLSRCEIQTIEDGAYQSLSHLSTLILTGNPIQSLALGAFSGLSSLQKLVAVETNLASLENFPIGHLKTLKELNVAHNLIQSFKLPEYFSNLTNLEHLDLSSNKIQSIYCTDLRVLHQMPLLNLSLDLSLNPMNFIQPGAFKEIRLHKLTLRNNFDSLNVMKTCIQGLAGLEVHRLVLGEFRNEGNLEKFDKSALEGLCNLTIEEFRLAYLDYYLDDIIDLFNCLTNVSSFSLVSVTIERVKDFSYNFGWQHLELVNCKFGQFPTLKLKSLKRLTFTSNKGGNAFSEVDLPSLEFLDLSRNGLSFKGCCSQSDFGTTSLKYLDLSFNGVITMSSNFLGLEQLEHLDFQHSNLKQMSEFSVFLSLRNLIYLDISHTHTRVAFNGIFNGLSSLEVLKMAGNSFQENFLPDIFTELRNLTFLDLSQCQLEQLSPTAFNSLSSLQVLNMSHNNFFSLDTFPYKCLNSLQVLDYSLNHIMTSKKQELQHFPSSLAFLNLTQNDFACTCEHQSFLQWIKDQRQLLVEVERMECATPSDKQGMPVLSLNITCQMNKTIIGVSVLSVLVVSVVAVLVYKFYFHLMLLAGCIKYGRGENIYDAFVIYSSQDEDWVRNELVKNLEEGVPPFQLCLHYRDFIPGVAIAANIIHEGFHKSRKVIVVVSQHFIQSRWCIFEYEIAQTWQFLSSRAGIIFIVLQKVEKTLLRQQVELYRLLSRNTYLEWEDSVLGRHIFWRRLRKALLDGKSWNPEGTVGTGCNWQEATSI
Target sequence (Q99836 whole entry, looked up): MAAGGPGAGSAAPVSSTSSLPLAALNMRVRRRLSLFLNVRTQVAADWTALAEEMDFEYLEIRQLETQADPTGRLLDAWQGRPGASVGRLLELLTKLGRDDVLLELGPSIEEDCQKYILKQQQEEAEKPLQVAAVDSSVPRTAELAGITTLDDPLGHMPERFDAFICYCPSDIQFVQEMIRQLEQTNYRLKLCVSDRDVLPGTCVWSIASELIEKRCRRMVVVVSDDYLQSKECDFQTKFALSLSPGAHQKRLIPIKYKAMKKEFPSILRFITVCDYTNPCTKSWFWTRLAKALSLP
PPARg SRC-3 ag: PPARgamma agonists recruiting SRC-3 coactivator, primary screen, biochemical; Peroxisome proliferator-activated receptor gamma (Homo sapiens), P37231; biochemical PPARgamma/SRC-3 coactivator recruitment assay; activation, % at 8 µM; 200,000 tested, 0.26% active; in the data active = activation above about 23%;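 also: 0% = DMSO and 100% = reference agonist; some compounds past the cut are filed as inactive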
ROMK primary: ROMK potassium channel modulators, primary screen, cell-based, thallium flux, MLSMR library; 130,000 tested, 2% active; Tet-inducible ROMK, thallium flux fluorescence; actives lie on both sides; B-score at 10 µM; ATP-sensitive inward rectifier potassium channel 1 (Homo sapiens), P48048;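 active = signal ratio slope over the read window, or its plate-corrected B-score, at least 3 SD from the plate mean, either direction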;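 also: B-score of the F/F0 ratio slope over 7 to 12 s after thallium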
PPARg SRC1 recr: PPARgamma agonists recruiting SRC-1 coactivator, primary screen, biochemical | Peroxisome proliferator-activated receptor gamma (Homo sapiens), P37231 | PPARgamma-SRC-1 coactivator recruitment biochemical assay | activation, % at 8 µM | 200,000 tested, 0.41% active; in the data active = activation above about 19%;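 also: 0% = DMSO and 100% = reference agonist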
S1P3 antag: S1P3 receptor antagonists, primary screen, cell-based. CHO S1P3 NFAT-BLA reporter, FRET fluorescence, antagonist mode. inhibition, % at 4.98 µM. 170,000 tested, 0.27% active. AID 485, 2006;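 active = inhibition above the plate cutoff, the mean inhibition of test wells on that plate plus 3 SD, cut at about 28% in these data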;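 also: cells challenged with S1P at its EC80 of 0.8 µM; blue over green emission ratio from cleaved BLA substrate after 4 h stimulation; 0% = S1P-stimulated wells and 100% = unstimulated DMSO-only wells; some compounds past the cut are filed as inactive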
Redox H2O2 prof: compounds producing H2O2 with reducing agent – biochemical, NIH compound library profiling, artefact control for MLSCN library redox annotation, primary screen; 200,000 tested, 0.03% active; activation, % at 10 µM; DTT-dependent redox cycling H2O2, phenol red/HRP absorbance; 100% = 100 µM peroxide control, 0% = buffer;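 active = activation of at least 50% relative to the plate's high and low controls in the primary single-dose screen; inactive = activation below 50%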;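 also: compound incubated with DTT at 0.8 mM final as the reducing agent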
An asterisk follows results filed as active; . = not tested or not shown. This is a random part of the collection; overall some 11% were active at least once.

SMILES	bIAP activator	bIAP inhibitor	L major viab	SRC2 TRFRET art	PPARg SRC-2 ag	TLR4-MyD88 BLA	PPARg SRC-3 ag	ROMK primary	PPARg SRC1 recr	S1P3 antag	Redox H2O2 prof
CCOC(=O)NCC(C#CCN(CC)CC)N(CC)CC (stereo not drawn)	0.9	7	-8	1502	5	0	-6	.	-2	-10	-2.6
Cc1cc(C)cc(N2CCCC2=O)c1	0.3	.	-4	1513	-5	-1	5	.	6	.	-2.6
CCCCOC(=O)C1=C(C)NC(=O)NC1c1ccc([N+](=O)[O-])s1 (stereo not drawn)	1	0	7	1441	-1	-2	6	-1	-8	-4	-0.1
Cc1ncoc1C(=O)N1CCCC(C(=O)c2ccc(C(F)(F)F)cc2)C1 (stereo not drawn)	1.1	-13	-6	1703	5	1	-5	-0.69	4	3	-0.8
CN(Cc1ccccc1)c1nc2c(c(=O)[nH]c(=O)n2C)n1Cc1ccccc1Cl	1	4	70*	1592	1	15	10	.	6	-27	2.5
COC(CNC(=O)C1CCN(C(=O)c2cc3oc(C)cc3n2Cc2c(F)cccc2Cl)CC1)OC	1.3	-27	9	1418	-12	-3	-1	0.44	0	5	1.1
Cn1c(=O)c(C(=O)CN2CCc3ccccc32)c(N)n(Cc2ccccc2)c1=O	0.9	14	38	1526	3	-17	-5	.	4	-34	0.5
COc1cccc(CN2CCN(Cc3cccn3-c3cccnc3)CC2CCO)c1 (stereo not drawn)	1.1	-12	-3	1532	-3	-5	-1	0.35	6	3	0.3
CC1(C)Cc2nc3sc(C(=O)NCCCO)c(N)c3cc2CS1	1.2	-20	1	1447	6	-2	1	.	1	-5	0.2
COc1cccc(CNC(=O)Cc2c(C(=O)O)[nH]c3ccccc23)c1	0.9	11	-6	1404	2	4	-1	-0.81	0	.	0.5
CC(=O)Nc1cc(NC(=O)C2C3C=CC(C3)C2C(=O)O)ccc1Cl (stereo not drawn)	1	4	-4	1586	4	8	-2	.	2	-5	-0.2
COc1cc2cc(CN(CCCN3CCOCC3)Cc3nnnn3Cc3ccccc3)c(=O)[nH]c2cc1OC	1.1	-9	-2	1492	2	-13	2	-0.28	2	2	0.2
N/C(=N\OC(=O)c1cccs1)c1cccc([N+](=O)[O-])c1	1	2	0	1512	-2	-6	2	-1.9	-2	-22	-0.5
CCN1CCN(C(=O)C2(NC(=O)Nc3cccc(F)c3)CCCCC2)CC1	0.9	13	30	1491	-7	15	4	1.6	-4	.	0.3
CC(=O)OCC1OC(Nc2cccc(C)c2)C(OC(C)=O)C(OC(C)=O)C1OC(C)=O (stereo not drawn)	1	5	35	1509	-1	6	6	.	-2	5	-0.3
C=CCNC(=S)NNC(=O)c1ccc(OCCC)cc1	0.8	21	4	1558	8	-7	-18	0.76	4	.	2.2
CC1CCCN(CCCNC(=O)C2CC(=O)N(c3ccc(F)c(Cl)c3)C2)C1 (stereo not drawn)	1.1	-5	5	1305	0	4	-4	.	-1	11	2.2
Cc1cc(C)n(-c2nc(C)nc(NCc3ccccc3)n2)n1	1	0	59*	1712	6	-4	-7	-0.27	0	.	0.0
CC(C)c1nc2oc3c(NCc4cccnc4)ncnc3c2c2c1CCC2	1	1	-5	1460	13	-9	2	.	-1	-17	0.0
C/C(=N/NC(=O)c1ccc(O)cc1)c1cccc([N+](=O)[O-])c1	0.8	17	26	1517	-4	-17	1	.	3	-2	-0.3

Some of these compounds in order of their number in TLR4-MyD88 BLA, smallest number first.
SMILES,TLR4-MyD88 BLA
Cn1c(=O)c(C(=O)CN2CCc3ccccc32)c(N)n(Cc2ccccc2)c1=O,-17
Cc1cc(C)cc(N2CCCC2=O)c1,-1
CCN1CCN(C(=O)C2(NC(=O)Nc3cccc(F)c3)CCCCC2)CC1,15

Next section:
SMILES	bIAP activator	bIAP inhibitor	L major viab	SRC2 TRFRET art	PPARg SRC-2 ag	TLR4-MyD88 BLA	PPARg SRC-3 ag	ROMK primary	PPARg SRC1 recr	S1P3 antag	Redox H2O2 prof
Clc1ccc(Cc2noc(Cc3ccccc3)n2)cc1Cl	0.5	46	-2	1506	1	-2	15	0.91	-3	-12	-0.2
CCOC(=O)C1(Cc2ccccc2Cl)CCN(S(C)(=O)=O)CC1	1.1	-9	0	1456	4	-15	-2	0.041	12	-6	2.3
Cc1onc(-c2ccccc2Cl)c1C(=O)Nc1cccc2nsnc12	1	5	-4	1409	0	-2	-3	.	-2	.	2.4
COc1ccc(N2CCn3c2nc2c3c(=O)n(CCCc3ccccc3)c(=O)n2C)c(OC)c1	1	2	29	1460	0	6	10	.	10	37	-1.1
O=C(CCS(=O)(=O)Cc1ccc(Cl)cc1)NCCCN1CCOCC1	1	0	89*	1482	19	1	10	0.43	6	.	0.0
O=C(NCc1ccccn1)c1cc2ccccc2oc1=O	0.9	8	0	1433	0	-2	-6	-0.6	3	.	0.0
O=C1c2cccnc2C(Nc2ccc(Cl)cc2)N1Cc1cccs1 (stereo not drawn)	0.9	7	24	1477	8	1	-3	.	5	-2	0.1
c1ccc(CCc2nc(-c3ccccn3)no2)cc1	0.8	20	-1	1537	-1	5	5	.	0	24	2.7
COc1nccnc1NS(=O)(=O)c1ccc(NS(=O)(=O)c2ccc(NC(C)=O)cc2)cc1	1	2	-8	1761	-3	-14	0	0.11	1	.	-0.1
O=c1c2nccnc2[nH]c(=S)n1Cc1ccccc1	0.9	9	-4	1414	-2	-1	7	0.046	-1	4	-0.4
O=C(Cn1c(-c2ccccc2)noc1=O)NCc1ccccc1	0.9	6	-4	1373	2	4	-13	.	1	-9	3.2
NNC(=O)c1ccncc1	0.9	10	-4	1514	3	7	1	.	5	-3	-0.4
CC(C)(C)C(=O)NC(CC(=O)O)c1ccccc1 (stereo not drawn)	1	-3	-4	1627	6	1	3	0.21	-2	-23	-0.5
CC(C)c1nnc(NC(=O)CCC(=O)N2CCN(C3c4ccccc4-c4ccccc43)CC2)s1	0.9	9	-4	1633	-3	6	5	.	-1	-22	0.0
Cc1ccc(S(=O)(=O)Cn2nnnc2CN2CCN(Cc3ccc4c(c3)OCO4)CC2)cc1	1	2	93*	1739	11	-2	8	-1.6	9	11	-0.6
COC(=O)C1C(=O)CC(C)(O)C(C(=O)OC)C1c1ccccc1F (stereo not drawn)	1	1	-3	1498	6	-4	13	0.063	-1	.	0.7
C=CCNC(=O)COc1cc(C)cc(C)c1C	1	-5	-4	1459	2	9	-1	0.018	-1	-3	0.4
COC(=O)C1(C)NC(c2ccc(O)cc2)C2C(=O)N(c3ccc4c(c3)OCCO4)C(=O)C21 (stereo not drawn)	1	-4	-2	1427	-4	6	1	.	-5	-13	2.1
COc1ccc(C2=CC(c3ccco3)n3ncnc3N2)cc1 (stereo not drawn)	1	-3	7	1665	3	8	-1	.	-3	-1	-0.5
COC(=O)c1ccccc1S(=O)(=O)N1CCC(c2nc3ccccc3o2)CC1	1	-1	8	1523	-1	3	-2	-1.5	6	.	-2.7
O=C(NC12CC3CC(CC(C3)C1)C2)N1CCC(O)(c2ccc3c(c2)OCO3)CC1	0.9	10	10	1756	8	5	13	0.26	10	2	-0.2
COCCn1c(=NC(=O)c2cccs2)sc2cc(NC(C)=O)ccc21	0.8	15	-8	1450	1	9	2	.	1	5	0.6
Cc1ccccc1N(CC(=O)NC1CCCC1)C(=O)c1csnn1	1	-5	-4	1554	4	9	3	1.3*	-2	-21	-1.6
CC1(C)Cc2c(cnn2-c2ccccc2)-c2c1c1ccccc1n2CC(O)CBr (stereo not drawn)	1	0	32	1531	2	2	-9	.	1	.	1.7
CCOC(=O)c1ccc(NC2Nc3cc(C)nn3S2)cc1 (stereo not drawn)	1.1	-6	1	1559	-6	-7	-3	-0.25	1	-30	-0.3
O=C(Nc1ccc2c(c1)OCO2)c1ccc(NC2CC2)c([N+](=O)[O-])c1	1.1	-8	11	1518	-2	4	-1	0.0018	0	12	-0.1
CC(=O)Cc1nsc(Nc2ccc(Cl)cc2)n1	1.1	-8	-4	1408	0	3	2	0.41	6	3	-0.6
CC1CC(=O)C=C(O)C1C(=O)OC(C)(C)C (stereo not drawn)	0.9	8	-9	1493	8	1	6	.	4	-32	0.4
C=CCNC(=S)NNC(=O)COc1ccc2cc(Br)ccc2c1	1	-5	27	1731	15	-12	7	-0.29	1	-12	-1.2
CCOC(=O)N1CCC(NC(=O)c2cc3c(-c4ccc(OC)c(OC)c4)nn(C)c3s2)CC1	1	4	24	1351	-7	-1	4	0.018	-4	2	-1.6
Cc1cccc(CS(=O)(=O)Cc2ccc(C(=O)NCc3cccnc3)o2)c1	0.9	12	-5	1457	2	6	-1	.	8	11	-2.6
Nc1c(C(=O)Nc2ccc(F)cc2)sc(=S)n1-c1ccccc1F	0.9	9	5	1447	-5	-3	2	-0.028	-12	-6	-0.6
CC[n+]1ccc(C[n+]2ccccc2)c2ccccc21	1.3	-30	38	1705	4	-1	-2	-0.0059	-2	2	0.0
CC(=O)Nc1cc(C(F)(F)F)ccc1OCCOc1ccccc1	.	.	1	1615	9	3	10	-1.6	-7	.	0.6
CCCOc1ccc(C(=O)NC(=S)NCc2cccnc2)cc1	1	5	-5	1483	0	-3	3	-0.03	6	23	-0.3
CCN(c1ccccc1)S(=O)(=O)c1ccc(NCC2COc3ccccc3O2)nc1 (stereo not drawn)	0.7	26	11	1526	-8	2	1	.	1	25	-0.6
CC(Oc1ccc(Cl)cc1)c1ccnn1S(=O)(=O)c1ccc(Cl)cc1 (stereo not drawn)	0.8	23	3	1664	7	-15	5	.	6	.	0.8
Cc1ccc(-c2cc(C(=O)NCc3ccc4c(c3)OCO4)[nH]n2)c(O)c1C	1.2	-24	54*	1458	0	0	3	.	-2	-13	-0.3
O=C(NC(=S)Nc1ccc2c(c1)OCCO2)c1cccc2ccccc12	0.9	9	-4	1420	-8	-16	-7	2	3	11	0.9
CC(C)CCNC(=O)NC(=O)COC(=O)C1=COCCO1	0.8	16	-8	1557	2	2	-11	0.46	-4	-28	1.8
O=C(NC1CCS(=O)(=O)C1)c1cccc(S(=O)(=O)N2CCCCC2)c1 (stereo not drawn)	1	4	0	1351	0	4	-3	-0.15	-4	6	2.2
Cc1ccc(C)c(-n2nnnc2SCC(=O)Nc2cccc(-c3nnc4n3CCCCC4)c2)c1	1	3	1	1539	2	7	1	-0.068	1	.	-0.2

Bioassay records: PubChem BioAssay, several laboratories
